Jurkat NFkB inh: lowers PMA/ionomycin-induced NF-kB signal in Jurkat cells; PMA/ionomycin-induced NF-kB luciferase reporter, luminescence; inhibition, % at 4 µM; hit rate 0.53% among 330,000; AID 435003
Gli-Sufu antag: antagonists of Gli-Sufu signaling; hit rate 0.74% among 340,000; Sufu-KO-LIGHT fibroblasts, Gli luciferase reporter luminescence; inhibition, % at 5 µM;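 active means inhibition above about 55%, limit read from the data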;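 further: 0% = DMSO-treated cells and 100% = wells with medium but no cells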
HKDC1 inh: blocks human hexokinase HKDC1 activity | recombinant HKDC1, G6PDH/diaphorase resazurin coupled fluorescence | inhibition, % at 20 µM | hit rate 0.16% among 340,000 | AID 493160;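 active means inhibition above about 35% when tested at 20 µM, limit read from the data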;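 further: plate controls were DMSO wells with enzyme for no effect and DMSO wells lacking enzyme for full effect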
Target sequence (Q2TB90 whole entry, looked up): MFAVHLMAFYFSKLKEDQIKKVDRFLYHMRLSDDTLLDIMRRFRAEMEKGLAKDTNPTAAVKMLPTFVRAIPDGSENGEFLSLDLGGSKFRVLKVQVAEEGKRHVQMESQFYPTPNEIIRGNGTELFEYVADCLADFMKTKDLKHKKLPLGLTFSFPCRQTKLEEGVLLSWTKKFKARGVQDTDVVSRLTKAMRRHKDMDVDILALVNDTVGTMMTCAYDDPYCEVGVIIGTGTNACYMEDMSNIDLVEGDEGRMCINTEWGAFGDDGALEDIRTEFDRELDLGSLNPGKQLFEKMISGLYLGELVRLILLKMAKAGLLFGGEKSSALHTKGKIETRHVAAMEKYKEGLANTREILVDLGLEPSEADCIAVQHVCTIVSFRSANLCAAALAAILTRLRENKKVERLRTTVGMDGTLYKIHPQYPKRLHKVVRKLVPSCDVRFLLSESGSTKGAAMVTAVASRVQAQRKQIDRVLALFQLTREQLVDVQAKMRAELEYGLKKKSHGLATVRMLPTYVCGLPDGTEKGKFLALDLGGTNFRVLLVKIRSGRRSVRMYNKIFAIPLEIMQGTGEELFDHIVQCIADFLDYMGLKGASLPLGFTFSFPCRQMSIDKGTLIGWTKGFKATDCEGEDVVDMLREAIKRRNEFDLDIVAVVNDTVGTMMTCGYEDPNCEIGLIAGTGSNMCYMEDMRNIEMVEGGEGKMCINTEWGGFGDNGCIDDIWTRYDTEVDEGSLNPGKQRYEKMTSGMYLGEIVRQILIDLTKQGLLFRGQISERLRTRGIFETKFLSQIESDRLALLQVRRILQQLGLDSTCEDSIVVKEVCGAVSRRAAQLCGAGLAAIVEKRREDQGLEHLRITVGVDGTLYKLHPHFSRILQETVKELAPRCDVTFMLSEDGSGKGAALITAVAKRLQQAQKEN
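Test system: recombinant HKDC1 (HK5) hexokinase enzyme, produced in-house; Amount: enzyme 5 µg/mL final; Buffer or medium: Tris pH 8.0 buffer with MgCl2, Tween-20, BSA, BME; Reagent: glucose and ATP substrates; Doses: 20 µM test compound, 1% DMSO; Incubation: 90 min reaction incubation at room temperature, dark; Detection: resorufin fluorescence at 613 nm.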
SENP8 inh: inhibitors of human SENP8 protease; Q96LD8; purified SENP8, Z-RLRGG-aminoluciferin cleavage, luminescence; inhibition, % at 10 µM; hit rate 1.2% among 330,000; AID 2540
Target sequence (Q96LD8 whole entry, looked up): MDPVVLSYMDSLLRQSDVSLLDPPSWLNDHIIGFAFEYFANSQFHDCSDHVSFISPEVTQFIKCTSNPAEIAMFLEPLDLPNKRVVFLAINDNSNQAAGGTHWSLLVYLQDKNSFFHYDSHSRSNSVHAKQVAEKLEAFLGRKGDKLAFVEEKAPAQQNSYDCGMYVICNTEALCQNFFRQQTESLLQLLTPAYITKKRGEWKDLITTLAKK
Apaf-1 inh: inhibitors of human Apaf-1 apoptosome | inhibition, % at 20 µM | reconstituted apoptosome caspase-3 activity, DEVD-Rh110 fluorescence | O14727 | hit rate 0.71% among 330,000; active means inhibition of at least 40% at 20 µM;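 further: plate controls were DMSO wells for no effect and DEVD-CHO caspase inhibitor wells for full effect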
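Material: reconstituted apoptosome with Apaf-1, cytochrome c, caspase-9, procaspase-3, dATP; medium: pH 7.5 Hepes buffer with CHAPS, BSA, DTT; also added: cytochrome c and DEVD-Rh110 substrate; timing: 30 min plus 50 min, RT; signal: Rh110 fluorescence intensity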
SENP7 block: SENP7 protease inhibition. recombinant SENP7, Z-RLRGG-aminoluciferin luminescence, 40 min. inhibition, % at 5 µM. hit rate 1.5% among 330,000. AID 434973;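 active means inhibition above about 50% at the single test dose, limit read from the data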;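 further: plate controls were DMSO with enzyme for no effect and no enzyme buffer wells for full effect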
697 NFkB inh: inhibitors of the PMA/ionomycin-induced NF-kB reporter in 697 B cells. inhibition, % at 4 µM. 697 B-cell NF-kB luciferase reporter, 16 h. hit rate 0.33% among 330,000; in the data active means inhibition above about 35%
UBC13 inh: blocks human UBC13 polyubiquitin chain formation; P61088; TR-FRET; inhibition, % at 20 µM; hit rate 0.47% among 330,000; in the data active means inhibition above about 45%, passing the limit was not always enough; inconclusive means no clear call, values can overlap the other calls
Numbers without * were called inactive; u = inconclusive; x = not tested or not shown. Unless noted, no stated cut-off is given here; in the data, active means inhibition above about 50%; inactive means the rest. Rows are unselected; any-hit rate near 3.6%.

Screens in order – Jurkat NFkB inh	Gli-Sufu antag	HKDC1 inh	SENP8 inh	Apaf-1 inh	SENP7 block	697 NFkB inh	UBC13 inh
> Clc1ccccc1OCCCCn1ccnc1
  -6	1	-7	-12	3	-5	-6	-9
> O=C(COC(=O)C12CC3CC(CC(C3)C1)C2)N1CCN(S(=O)(=O)c2ccccc2)CC1
  10	10	2	-6	17	5	13	8
> O=C(COC(=O)c1ccc(F)cc1F)c1ccc[nH]1
  -2	-5	2	-17	4	-13	-2	-9
> CCc1c(C)nc2cc(-c3cc(OC)cc(OC)c3)nn2c1N1CCCC1
  -3	13	-7	1	24	-13	-15	4
> CCOC(=O)C1CCN(C(=O)CCCOc2ccccc2)CC1
  -37	-10	0	-2	-5	-5	4	-4
> COCCCNC(=O)CSc1nc2ccccc2c(=O)n1CCCN1CCCCC1
  10	3	-8	-1	-1	-3	-1	2
> O=[N+]([O-])c1ccc(Sc2ccc(F)cc2)nc1
  10	-2	1	-9	-14	4	19	2
> Cc1ccc(NC(=O)C(=O)NCCN2CCN(S(=O)(=O)c3ccccc3)CC2)cc1C
  7	-4	3	-6	13	6	5	3
> COc1ccccc1N=c1scc(-c2ccc3c(c2)NC(=O)CO3)n1CC1CCCO1 (configuration not stated)
  2	x	7	1	10	0	7	2
> O=C(O)c1ccc(-c2ccccc2)[nH]c1=O
  -4	1	-3	2	-30	7	14	10
> COc1ccccc1CNC(=O)C(C)Sc1ccsc1[N+](=O)[O-] (configuration not stated)
  -6	1	-10	-5	-16	-4	-5	7
> O=C(CSc1ccc([N+](=O)[O-])cn1)Nc1nccs1
  17	10	-3	2	5	6	-13	-12
> COc1ccc(CC(NC(C)=O)C(=O)NC2CCN(C(=O)c3ccccc3F)CC2)cc1 (configuration not stated)
  -2	-8	-6	6	0	-4	16	-3
> COCCn1c(SCc2nc3ccccc3s2)nc2ccccc21
  -82	8	-2	3	-4	0	-148	12
> COC(=O)CSc1nnc(-c2ccoc2C)n1-c1ccc(C)cc1
  -3	-3	1	-1	0	-9	11	11
> CCC(=O)Nc1ccc(NC(=O)CN2CCCC(C)C2)c(Cl)c1 (configuration not stated)
  -10	-9	-6	2	7	5	1	4
> CCc1ccc(/C=N/NC(=O)c2nnn(-c3nonc3N)c2C(C)C)cc1
  -15	-6	3	2	12	-3	-18	-3
> COC(=O)C1=C(C)NC(=O)NC1/C=C/c1ccccc1 (configuration not stated)
  4	4	-4	1	0	13	-2	3
> CCOC(=O)c1c(-c2ccccc2)csc1NC(=S)NC(=O)c1ccccc1
  -37	8	3	-2	18	-7	-222	-19
> CN(CCO)C1=CC(=O)CC(C)(C)C1
  -2	-1	-3	8	-1	1	7	4
> COCc1nnc(NC(=O)c2ccc(S(=O)(=O)N(C)c3ccccc3)cc2)o1
  -3	-19	0	4	8	2	9	-8
> O=C(Nc1cccc(F)c1)N1CCN(C/C=C/c2ccccc2)CC1
  5	9	-7	3	17	5	-33	-6
> COCCCN1CN(Cc2ccccc2)CNC1=S
  2	-3	-2	1	-12	3	15	1
> Cc1cccc(NC(=O)c2sc(Cl)nc2C)c1C
  4	4	-5	-2	-8	2	20	7
> CCC(C(=O)NC(C)(C)C)N(Cc1ccco1)C(=O)Cn1nnc(-c2ccc(F)cc2)n1 (configuration not stated)
  2	10	-4	-1	-1	11	4	-5
> NS(=O)(=O)c1ccc(CCNC(=O)CSc2nnc3ccccn23)cc1
  4	-1	-12	-7	-5	-6	-5	-17
> Cc1ccc(/C=N/NC(=O)Cn2cnc3ccccc32)cc1
  -1	3	3	-4	1	-10	-16	-10
> CCn1c(SCC(=O)N/N=C/C=C\c2ccco2)nc2ccccc21
  8	0	-9	8	47*	0	16	1
> COC(=O)c1sccc1-n1cccc1C(=O)N1CCOCC1
  3	1	-7	5	-4	7	5	5
> COc1ccccc1NS(=O)(=O)c1cc(NC(=O)C2CC2)ccc1N1CCOCC1
  2	x	x	3	-4	14	12	-4
> CCN1CC(C)C(O)(c2ccccc2)CC1C (configuration not stated)
  -1	5	-4	2	-5	4	7	2
> CN(CCO)c1ccc(C(C(=O)c2ccccc2)c2ccc(N(C)CCO)cc2)cc1
  3	-8	0	7	10	3	-7	13
> COc1ccc(NS(=O)(=O)c2ccc3oc(SC4CCOC4=O)nc3c2)cc1 (configuration not stated)
  -7	-1	3	-6	10	-6	-30	-9
> COc1ccc(N2CCN(C(=O)c3ccc(S(=O)(=O)N4CCOCC4)cc3)CC2)cc1
  6	5	-8	2	-2	-5	7	-9
> Cc1nn(CC(=O)NCC2CCCO2)c(=O)c2cc3ccccc3n12 (configuration not stated)
  2	-6	-3	0	2	9	-19	-7
> CCOc1ccc(S(=O)(=O)n2c([N+](=O)[O-])cnc2C)c(C)c1C
  4	-2	-1	2	-11	4	7	1
> Cc1ccc(NC(=O)CSC(C)c2nc3ccccc3c(=O)[nH]2)cc1 (configuration not stated)
  9	-6	-2	2	1	-9	1	1
> O=C(O)Cn1c2ccccc2c2n[nH]c(=S)nc21
  -2	-2	-3	4	2	-3	18	-14
> COCCN(C(=O)COC(=O)CNC(=O)c1cccs1)c1c(N)n(Cc2ccccc2)c(=O)[nH]c1=O
  0	-4	-3	-3	-7	0	10	-6
> O=C(NC(=S)N1CCN(c2ccc([N+](=O)[O-])cc2)CC1)c1ccccc1
  9	6	18	1	10	3	-4	-1
> Cc1nn(C)cc1CNC(=O)Nc1ccc(Br)cc1Cl
  -4	2	-1	5	1	-5	-10	-2
> Fc1ccccc1-c1ccc(/C=N/Nc2nc3ccccc3[nH]2)o1
  -52	-47	-12	-15	1	-14	-45	-17
> CCOc1cc(N2CCOCC2)c(OCC)cc1NC(=O)[C@H](C)N1C(=O)C2CC=CCC2C1=O (some centres not stated)
  -1	0	-1	2	-9	2	4	-9
> Cc1ccc(C(=O)OCC(=O)N(C)C2CCS(=O)(=O)C2)cc1S(=O)(=O)N1CCOCC1 (configuration not stated)
  1	-7	-5	2	-2	10	13	-2
> Cc1cc(C(F)(F)F)nc(CCNC(=O)C2CCC(=O)N(Cc3cccc(F)c3)C2)n1 (configuration not stated)
  5	0	-5	-11	-14	14	-10	-2
> CCOc1ccccc1NC(=O)CSc1nc2cccnc2n1C
  0	-1	-5	-4	2	-9	-15	0
> CCOC(=O)c1c(Cc2cccc(Cl)c2)c[nH]c1C
  7	31	-3	-3	7	-4	-4	5
> O=C(Nc1ccc(NC(=O)C2CC2)cc1)c1cccs1
  -77	-60	-2	-13	-5	14	7	-1
> COCCn1c(SCc2ccc(OC)c(F)c2)nc2ccccc2c1=O
  3	14	-4	-12	11	-8	4	7
> Cc1noc(C)c1COc1ccccc1C(=O)N(C)Cc1ccc(F)cc1
  -10	2	-1	0	7	-1	6	4
> CSc1cccc(NC(=O)c2ccc(CN3CCc4ccccc4C3)cc2)c1
  44	42	0	0	14	3	-8	4
> Cc1ccsc1/C=C(\C(=O)c1ccc(OC(C)C)cc1)c1nc2ccccc2o1
  -3	12	1	-9	17	1	-6	-24
> Cc1ccccc1NC(=O)c1cccc(C(=O)Nc2ccccc2C)n1
  3	9	6	-3	1	-3	15	-3
> CC1CN(c2ccc([N+](=O)[O-])cc2F)CCN1C(=O)c1ccco1 (configuration not stated)
  15	5	1	-7	-3	-3	-5	6
> COc1ccc(Nc2nc3ccccc3n3cnnc23)cc1Cl
  -52	6	-2	11	7	-3	-53	-2
> COc1ccc(C(=O)O)cc1S(=O)(=O)NCCCN1CCCC1=O
  -10	0	-8	-11	-11	3	-10	u
> Cc1ccc(NC(=O)/C(=C/c2ccncc2)NC(=O)c2ccccc2)cc1
  34	0	-8	2	-13	5	-10	4
> COc1cccc(CNc2ncc(-c3ccccc3)n2C)c1
  2	14	-3	-4	6	-2	4	1
> CCOC(=O)C1=CNS(=O)(=O)NC1c1ccc(Br)cc1F (configuration not stated)
  x	-8	-5	x	4	-4	18	x
> COc1ccc(CCNC(=O)c2ccc3nc(N4CCCCC4)sc3c2)cc1OC
  -9	-65	1	9	7	0	-113	9

Additional structures follow:
Screens in order – Jurkat NFkB inh	Gli-Sufu antag	HKDC1 inh	SENP8 inh	Apaf-1 inh	SENP7 block	697 NFkB inh	UBC13 inh
> COc1ccc([C@H]2CC(=O)C=C(c3ccc(OC)c(F)c3)C2)cc1
  -10	-14	-3	-7	13	4	-16	15
> Cc1ccc(-c2nnc(SCC(=O)N3c4ccccc4NC(=O)C3(C)C)n2N)cc1
  -11	4	-8	-4	3	-10	-16	-1
> Cc1ccc(C(=O)NCCCC(=O)O)o1
  -9	3	-2	-8	4	-2	5	6
> Cc1csc(NC(=O)Cc2ccc(Cl)cc2)n1
  -18	-2	-2	1	-6	-1	-13	1
> O=C(CSc1ncnc2c1oc1ccccc12)NC1CCCC1
  -17	-17	-3	-1	20	-9	-28	-70
> Cc1ccc(N2C(=O)N(CC(=O)Nc3ccccc3C)C(=O)C2C)cc1 (configuration not stated)
  -10	-24	-1	0	-6	-2	-13	9
> CN(C)C(=O)COC(=O)c1ccccc1NC(=O)c1ccco1
  -3	-7	-11	2	0	1	-15	2
> CCOc1ccc(NC(=O)N(CC(C)C)CC(C)C)cc1
  5	-3	1	-10	-14	-1	19	-1
> COc1ccc(CNC(=O)CN2C(=O)NC(C)(c3cccc4ccccc34)C2=O)cc1OC (configuration not stated)
  5	-5	-4	-6	7	4	-8	2
> Cc1cccc(N2CCN(C(=O)c3noc4c3COc3ccc(C)cc3-4)CC2C)c1 (configuration not stated)
  -5	10	-1	4	10	6	8	7
> O=C(Cn1nc(C(=O)O)c2ccccc2c1=O)Nc1ccc(F)cc1
  -8	19	3	-8	4	-12	-6	2
> CCOc1ccc(N(CC(=O)NCc2ccc(OC)cc2)S(=O)(=O)c2c(C)noc2C)cc1
  -7	2	-3	-6	1	-10	-9	-5
> CCCNc1nc2c(c(=O)[nH]c(=O)n2C)n1CCC(C)C
  12	3	-8	-1	2	4	4	10
> COc1ccccc1CNC(=O)CNCCc1ccc(OC)c(OC)c1
  -4	12	1	-4	2	8	0	-7
> C=CCSC1=C(C#N)C(c2ccccc2Cl)CC(=O)N1 (configuration not stated)
  0	-19	-5	9	-8	6	10	4
> COC(=O)c1ccc(C)c(NC(=O)c2ccc(Cl)c([N+](=O)[O-])c2)c1
  1	1	-8	-1	2	4	-17	2
> N=c1nc(N)nc2n1NC(c1ccc(F)cc1)=CS2
  -33	-21	-8	-5	-19	2	20	3
> CCOC(=O)Cc1nnc(NC(=O)COc2ccc(OC)cc2)s1
  -3	-10	-2	3	7	7	17	4
> O=C(/C=C/N1CCOCC1)c1ccc(-c2ccccc2)cc1
  -24	-49	-4	13	6	8	-17	-18
> CCOCCCNc1ccc(-c2ccccc2)nn1
  -64	-50	9	-6	-15	11	-59	1
> O=C(O)/C(=C\c1cccc(C(F)(F)F)c1)c1ccc(S(=O)(=O)N2CCCC2)s1
  3	-5	1	-1	0	1	16	-3

Reformatted as labelled records: four of the compounds above
CCc1c(C)nc2cc(-c3cc(OC)cc(OC)c3)nn2c1N1CCCC1
  Jurkat NFkB inh = -3; Gli-Sufu antag = 13; HKDC1 inh = -7; SENP8 inh = 1; Apaf-1 inh = 24; SENP7 block = -13; 697 NFkB inh = -15; UBC13 inh = 4

COc1ccc(N2CCN(C(=O)c3ccc(S(=O)(=O)N4CCOCC4)cc3)CC2)cc1
  Jurkat NFkB inh = 6; Gli-Sufu antag = 5; HKDC1 inh = -8; SENP8 inh = 2; Apaf-1 inh = -2; SENP7 block = -5; 697 NFkB inh = 7; UBC13 inh = -9

CCC(=O)Nc1ccc(NC(=O)CN2CCCC(C)C2)c(Cl)c1 (configuration not stated)
  Jurkat NFkB inh = -10; Gli-Sufu antag = -9; HKDC1 inh = -6; SENP8 inh = 2; Apaf-1 inh = 7; SENP7 block = 5; 697 NFkB inh = 1; UBC13 inh = 4

CCOC(=O)C1=CNS(=O)(=O)NC1c1ccc(Br)cc1F (configuration not stated)
  Jurkat NFkB inh = x; Gli-Sufu antag = -8; HKDC1 inh = -5; SENP8 inh = x; Apaf-1 inh = 4; SENP7 block = -4; 697 NFkB inh = 18; UBC13 inh = x
